Mito fusion yeast = mitochondrial division inhibition or fusion activation | S. cerevisiae fusion-defective mutant growth rescue, CellTiterGlo 48 h | Potency, µM (top dose mostly 46.1 µM), for the others: at the highest dose growth rescue (activation), most hits filed as activators | hit rate 0.23% among 320,000;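 further: potency means the concentration at half of the fitted maximal effect; % of control where 0% means no effect; nearly all actives have a fitted effect of over 45% in size; temperature-sensitive fusion mutants such as fzo1-1 at 37 °C on non-fermentable ethanol glycerol medium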
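Read-out: ATP-based luminescence (CellTiterGlo, 10 min ambient) reporting growth of fusion-defective ts yeast after 48 hours at 37C on glycerol/ethanol YPEG medium in the presence of compound.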
MBNL1 CUG block = MBNL1-poly(CUG) RNA binding inhibition; Q9NR56; TR-FRET MBNL1-His/biotin-(CUG)12 binding, 665/545 ratio; Potency, µM (highest dose often 57.5 µM), for inactives: top-dose activity change, negative = inhibition, hits mostly inhibitors; hit rate 0.036% among 280,000; AID 2675; active means well fitted inhibition curve with a large enough effect in the signal ratio, with a control signal flat, not every such curve was filed as active; inconclusive means small, poorly fitted or top-dose-only effect, or effect the other way, or a change in a side signal; inactive means no such curve, though single readings can be large or run the other way; the % refers to the signal ratio; further: potency means the concentration at half of the fitted maximal effect; on the % scale 0 is the no-effect control and ±100 the full control effect
Target sequence (Q9NR56 whole entry, looked up): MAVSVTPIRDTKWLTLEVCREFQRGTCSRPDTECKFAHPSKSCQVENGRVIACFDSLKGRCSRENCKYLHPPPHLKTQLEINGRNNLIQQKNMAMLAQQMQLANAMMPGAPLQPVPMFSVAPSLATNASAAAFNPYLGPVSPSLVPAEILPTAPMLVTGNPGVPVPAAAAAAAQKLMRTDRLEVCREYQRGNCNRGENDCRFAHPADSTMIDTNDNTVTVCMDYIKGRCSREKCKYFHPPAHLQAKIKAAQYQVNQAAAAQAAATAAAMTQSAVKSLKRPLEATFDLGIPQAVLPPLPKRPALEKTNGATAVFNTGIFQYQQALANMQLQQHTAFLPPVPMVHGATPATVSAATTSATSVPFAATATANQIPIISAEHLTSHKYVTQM
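TR-FRET between His-tagged MBNL1 and biotin-(CUG)12 RNA, detected with Tb anti-His antibody (0.055 ng/ul) and streptavidin-XL665 (5 nM), 60 min at room temperature. Compounds titrated 92 nM to 58 uM; 665/545 nm ratio normalized to buffer and complex controls.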
Menin MLL FP TR = menin-MLL binding inhibition, Texas Red mutant peptide | O00255 | Menin + Texas Red MLL mutant peptide, fluorescence polarization | Potency, µM (top dose mostly 61.6 µM), for the others: top-dose FP activity change, negative = inhibition, hits mostly inhibitors | hit rate 0.23% among 270,000 | AID 1768; active means well fitted inhibition curve with a large enough effect in the polarisation, with a control signal flat, not every such curve was filed as active; inconclusive means small, poorly fitted or top-dose-only effect, or effect the other way, or a change in a side signal; inactive means no such curve, though single readings can be large or run the other way; the % refers to the polarisation; further: potency means the concentration at half of the fitted maximal effect; % of control where 0% means no effect; many of its hits are not listed in these tables
AT treatment = candidate therapy for ataxia-telangiectasia; […] A-T fibroblasts, KAP-1 phosphorylation AlphaLISA; neocarzinostatin DNA damage 30 min before lysis; Potency, µM (series often up to 57.5 µM), inactives show top-dose activation, usual class: activators; hit rate 0.19% among 320,000; further: potency means the concentration at half of the fitted maximal effect; % of control where 0% means no effect; nearly all actives have a fitted effect of over 45% in size
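hTERT-immortalized A-T patient fibroblasts ([…]), 500 cells/well in OPTI-MEM, 1% FBS, got compounds for 60 min, then NCS for 30 min at 37C. Lysates were then assayed for phospho-KAP-1 by AlphaLISA (anti-pKAP1 donor, anti-KAP1 acceptor beads), 6 hr at 25C.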
TSG101-PTAP inh = blocks PTAP/TSG101 interaction to inhibit HIV-1 budding; 340,000 tested, under 10 active; Fluorescence polarization, FITC-PTAP peptide / Tsg101 binding; Potency, µM (titrated, usually from 115 µM), for inactives: at the highest dose activity change, negative = inhibition, actives largely listed as inhibitors; AID 493005; Q99816; active means well fitted inhibition curve with a large enough effect in the main read-out, with a control signal flat, not every such curve was filed as active; inconclusive means small, poorly fitted or top-dose-only effect, or effect the other way, or a change in a side signal; inactive means no such curve, though single readings can be large or run the other way; further: potency means the concentration at half of the fitted maximal effect; % of control where 0% means no effect
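Tsg101 binding domain (10 uM final) was mixed with compound and a FITC-labeled PTAP peptide (50 nM final) in HEPES pH 7.5 buffer with NaCl, Tween 20, EDTA and TCEP; fluorescence polarization was read after 20 min at r.t.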
MLL CXXC-DNA inh = blocks binding of human MLL CXXC domain to DNA; MLL-CXXC / FITC-HOXA9 DNA fluorescence polarization; Potency, µM (series often up to 115 µM), without a hit: at the top dose activity change, negative = inhibition, actives largely listed as inhibitors; hit rate 0.037% among 290,000; active means well fitted inhibition curve with a large enough effect in the polarisation, with a control signal flat, not every such curve was filed as active; inconclusive means small, poorly fitted or top-dose-only effect, or effect the other way, or a change in a side signal; inactive means no such curve, though single readings can be large or run the other way; the % refers to the polarisation; further: potency means the concentration at half of the fitted maximal effect
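Purified MLL-CXXC (added from a 7 uM solution) was preincubated 5 min at ambient with pinned compounds in 50 mM Tris-HCl pH 7.5, 50 mM NaCl, 1 mM DTT, 0.05% BSA. Fluorescein-labeled HOX-A9 DNA (50 nM solution) followed, 30 min, then polarization read.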
TSHR antag = blocks TSH signaling through the human TSH receptor. P16473. TSHR-expressing cells, TSH-stimulated cAMP HTRF, 2 h; stronger effect = lower value. activity change, negative = inhibition, % at 11.5 µM. hit rate 0.2% among 330,000. AID 504810;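 active means activity change below a set negative limit, meaning inhibition stronger than a set level, cut at about -70% in these data; inconclusive means activity change between two set negative limits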; further: on the % scale 0 is the no-effect control and ±100 the full control effect
Target sequence (P16473 whole entry, looked up): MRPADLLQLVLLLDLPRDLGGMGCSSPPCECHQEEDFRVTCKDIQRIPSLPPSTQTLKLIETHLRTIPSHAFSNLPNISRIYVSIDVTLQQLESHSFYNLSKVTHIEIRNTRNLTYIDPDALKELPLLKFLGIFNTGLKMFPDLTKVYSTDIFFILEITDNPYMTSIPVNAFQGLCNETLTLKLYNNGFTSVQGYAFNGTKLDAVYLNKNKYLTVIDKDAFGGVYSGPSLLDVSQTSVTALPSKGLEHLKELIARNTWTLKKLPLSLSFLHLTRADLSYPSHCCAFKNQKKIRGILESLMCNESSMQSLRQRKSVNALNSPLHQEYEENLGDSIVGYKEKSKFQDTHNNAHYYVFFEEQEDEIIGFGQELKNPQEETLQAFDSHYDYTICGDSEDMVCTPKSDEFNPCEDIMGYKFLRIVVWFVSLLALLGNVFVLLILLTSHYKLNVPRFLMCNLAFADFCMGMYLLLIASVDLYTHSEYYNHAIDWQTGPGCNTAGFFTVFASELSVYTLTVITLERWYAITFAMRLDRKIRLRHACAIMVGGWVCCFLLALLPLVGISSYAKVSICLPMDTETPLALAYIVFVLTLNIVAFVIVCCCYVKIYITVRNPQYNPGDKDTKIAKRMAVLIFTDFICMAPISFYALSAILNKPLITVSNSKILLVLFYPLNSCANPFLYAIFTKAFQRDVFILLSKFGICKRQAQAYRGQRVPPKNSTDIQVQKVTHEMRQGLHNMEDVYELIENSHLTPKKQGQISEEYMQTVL
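TSHR-expressing cells, 200/well, pre-treated with compound, then stimulated with EC80 TSH (4nM final) for 2 hours at 37 deg C. cAMP measured by competitive HTRF: anti-cAMP cryptate antibody in lysis buffer plus cAMP-d2, read after 30 minutes at room temperature.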
TCR activator = activators of T cell receptors. 330,000 tested, under 10 active. primary human leukocytes, anti-CD3, IL-2 HTRF, 48 h. Potency, µM (series often up to 9.22 µM), without a hit: top-dose activation of IL-2 secretion, usual class: activators; further: % of control where 0% means no effect
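Readout: HTRF IL-2, Eu-cryptate/d2 antibody pair, 320nm excitation, 665nm emission. Stimulus: a-CD3 beads, no co-stimulation. Cells: primary human leukocytes. Exposure: 48 hr with compound.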
S-ASM inh = blocks human secretory acid sphingomyelinase. P17405. placental ASM, HMU-PC fluorogenic substrate, 60 min. Potency, µM (series often up to 57.5 µM), without a hit: at the highest dose activity change, negative = inhibition, hits mostly inhibitors. hit rate 0.006% among 340,000. AID 504937; further: potency means the concentration at half of the fitted maximal effect
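Fluorescence read-out (Ex 386 nm, Em 447 nm) after stopping the reaction at pH 10. Enzyme: ASM from human placenta; substrate HMU-PC0, 9 uM final; 60 min, 37 °C. Compound preincubation 10 min, ambient temperature.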
a7 integrin act = activates integrin-mediated alleviation for muscular dystrophy; alpha7betagal myoblasts, beta-gal FDG fluorescence, 48 h; Potency, µM (titrated, usually from 38.3 µM), inactives show at the highest dose activation, most hits filed as activators; hit rate 0.064% among 350,000; AID 624291;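 further: potency means the concentration at half of the fitted maximal effect; 100% = response of the positive control SU9516; nearly all actives have a fitted effect of over 60% in size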
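alpha7betagal+/- myoblasts (passage 13, 250/well) treated 48 h at 37C with compounds at 1:260 dilution of DMSO stock. Lysed, then beta-galactosidase activity read as FDG fluorescence (ex 480/em 540) after 30 min, with pre-read for autofluorescence.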
* = called active by the depositor; [ ] = remark or other dose. Unless noted, the call rests on the fitted dose curve; in most records, active means well fitted curve in the direction sought with a large enough effect; inconclusive means small, poorly fitted or top-dose-only effect, or another doubt; inactive means no such curve, though single readings can be large; an effect the other way counts as inactive or inconclusive.

CCOC(=O)CNCCC(=O)c1ccc(Br)cc1 was read as Mito fusion yeast -2%, MBNL1 CUG block 8%, Menin MLL FP TR -15%, AT treatment -8%, TSG101-PTAP inh -1%, MLL CXXC-DNA inh 39%[activator], TSHR antag -8, TCR activator -2%[46.1 µM] and a7 integrin act -27%.
Screening Cc1ccnc(Nc2nc(-c3ccc(Cl)cc3)cs2)c1 returned Mito fusion yeast 0%, MBNL1 CUG block 1%, Menin MLL FP TR inconclusive, AT treatment -1%, TSG101-PTAP inh -2%, MLL CXXC-DNA inh 23%, TSHR antag -13, TCR activator 8%, S-ASM inh 5% and a7 integrin act 0%.
`Cc1ccc(NC(=O)CSc2nnc(-c3ccncc3)n2C)cc1S(=O)(=O)N1CCOCC1` gave Mito fusion yeast 2%, MBNL1 CUG block -4%, Menin MLL FP TR -2%, AT treatment -1%, TSG101-PTAP inh -7%, MLL CXXC-DNA inh -7%, TSHR antag 4, TCR activator 2%, S-ASM inh 0% and a7 integrin act -30%.
Screening Cc1ccccc1N1CCN(C2CCCN(C(=O)c3snnc3C)C2)CC1 (stereo not drawn) returned Mito fusion yeast 6%, MBNL1 CUG block 1%, AT treatment 8%, TSG101-PTAP inh 4%, MLL CXXC-DNA inh -1%, TSHR antag -10, TCR activator 0%, S-ASM inh 1% and a7 integrin act -21%.
`Cc1ccccc1OCC(=O)N1CCC2(CC1)CC(=O)c1ccccc1O2` gave Mito fusion yeast 2%, AT treatment 1%, TSG101-PTAP inh 0%, TSHR antag -1, TCR activator 5%, S-ASM inh -1% and a7 integrin act 16%.
`CC(C)c1nc(SCC(=O)c2c[nH]c3ccccc23)n[nH]1` gave Mito fusion yeast 3%, AT treatment 13%, TSG101-PTAP inh 3%, MLL CXXC-DNA inh 4%, TSHR antag 21, TCR activator -4%, S-ASM inh 1% and a7 integrin act -11%.
Screening COc1cc(O)c(C(CCN2CCCC(C)C2)c2ccc(N(C)C)cc2)c(OC)c1 (stereo not drawn) returned Mito fusion yeast -26%, MBNL1 CUG block -15%, Menin MLL FP TR -23%, AT treatment 0%, TSG101-PTAP inh 0%, MLL CXXC-DNA inh -8%, TSHR antag -6, TCR activator 1%, S-ASM inh 3% and a7 integrin act -7%.
Screening COc1ccc(NS(=O)(=O)c2ccc(NC(=S)NC(=O)/C=C/c3ccc(C)cc3)cc2)nn1 returned Mito fusion yeast 1%, MBNL1 CUG block 10%, Menin MLL FP TR inconclusive, AT treatment -2%, TSG101-PTAP inh -1%, MLL CXXC-DNA inh -28%, TSHR antag -7, TCR activator -1%[46.1 µM], S-ASM inh -17% and a7 integrin act 15%.
Cc1ccc(N(Cc2cc3ccccc3[nH]c2=O)C(=O)c2cccs2)cc1C was read as Mito fusion yeast -1%, MBNL1 CUG block -5%, AT treatment -6%, TSG101-PTAP inh -3%, MLL CXXC-DNA inh -3%, TSHR antag -1, TCR activator 4%, S-ASM inh 6% and a7 integrin act -22%.
O=C(c1ccc(NS(=O)(=O)c2cccc(F)c2)cc1)N1CCCC1 was read as Mito fusion yeast 0%, MBNL1 CUG block 4%, AT treatment 0%, TSG101-PTAP inh -1%, MLL CXXC-DNA inh 19%, TSHR antag 2, S-ASM inh 0% and a7 integrin act 2%.
COCCCNCC(O)COc1ccccc1F (stereo not drawn) was read as Mito fusion yeast 8%, MBNL1 CUG block -5%, Menin MLL FP TR -7%, AT treatment 4%, TSG101-PTAP inh -6%, MLL CXXC-DNA inh inconclusive, TSHR antag 40, TCR activator -4%, S-ASM inh -1% and a7 integrin act 25%.
Cc1ccc(NC(=O)c2ncn(CCCNCCCc3ccccc3)n2)cc1C was read as TSG101-PTAP inh 1%, TCR activator -5%, S-ASM inh -3% and a7 integrin act -40%.
`Cc1ccc(-c2cc(C(F)(F)F)n3nc(C(=O)NCCCn4ccnc4)cc3n2)cc1C` gave Mito fusion yeast -12%, MBNL1 CUG block 8%, Menin MLL FP TR 15%, AT treatment 5%, TSG101-PTAP inh 0%, MLL CXXC-DNA inh 28%, TSHR antag -1, S-ASM inh 91%[activator] and a7 integrin act -17%[7.66 µM].
`O=C(CCCCC(=O)NCCc1ccccc1)NCCc1ccccc1` gave Mito fusion yeast -1%, MBNL1 CUG block 8%, Menin MLL FP TR 4%, AT treatment -7%, TSG101-PTAP inh 1%, MLL CXXC-DNA inh 7%, TSHR antag 16, S-ASM inh 2% and a7 integrin act -11%.
Screening CC(=O)Nc1ccc(NC(=O)COc2ccc(Cl)cc2Cl)cc1 returned Mito fusion yeast 17%, MBNL1 CUG block 5%, Menin MLL FP TR 34%[activator], AT treatment -4%, TSG101-PTAP inh 4%, MLL CXXC-DNA inh 10%, TSHR antag 1, TCR activator 6%, S-ASM inh 1% and a7 integrin act 37%.
Screening CC(NC(=O)CSc1nc(C2CC2)n(-c2ccccc2)n1)c1ccco1 (stereo not drawn) returned Mito fusion yeast 4%, AT treatment -8%, TSG101-PTAP inh -5%, TSHR antag -5, TCR activator -4%, S-ASM inh -1% and a7 integrin act -31%.
CCOC(=O)/C(=N/Nc1ccc(Br)cc1)N1CC(C)OC(C)C1 (stereo not drawn) was read as TSG101-PTAP inh -8%, TCR activator 2%, S-ASM inh 0% and a7 integrin act 20%.
COc1ccc(C)cc1NC(=O)CN1C(=O)c2cccc3cccc1c23 was read as Mito fusion yeast -1%, MBNL1 CUG block 10%, Menin MLL FP TR -4%, TSG101-PTAP inh -2%, MLL CXXC-DNA inh 24%, TSHR antag -6, TCR activator -5%, S-ASM inh 209%[activator] and a7 integrin act -6%.
`CC(C)(C)C(=O)Nc1nc2c(c(=O)[nH]1)CCCC2` gave Mito fusion yeast 2%, MBNL1 CUG block -4%, Menin MLL FP TR -11%, AT treatment -1%, TSG101-PTAP inh 3%, MLL CXXC-DNA inh 1%, TSHR antag 5, TCR activator 2%, S-ASM inh -1% and a7 integrin act 5%.
CC(C)Oc1ccc(C(=O)Nc2c3c(nn2-c2ccccc2)CS(=O)(=O)C3)cc1 was read as Mito fusion yeast 0%, MBNL1 CUG block -2%, AT treatment 2%, TSG101-PTAP inh -1%, MLL CXXC-DNA inh 4%, TSHR antag -5, TCR activator -1%, S-ASM inh -8% and a7 integrin act -12%.
For COC1CCCN(C(=O)c2ccc3oc(Cc4ccc(Cl)cc4)nc3c2)C1 (stereo not drawn) the results were Mito fusion yeast -1%, MBNL1 CUG block 3%, AT treatment 3%, TSG101-PTAP inh -1%, MLL CXXC-DNA inh 1%, TSHR antag -10, TCR activator 0%, S-ASM inh 3% and a7 integrin act inconclusive.
CCn1nc(C(=O)N[C@@H](CCSC)c2nc3ccccc3[nH]2)c2ccccc2c1=O was read as Mito fusion yeast 8%, MBNL1 CUG block -4%, Menin MLL FP TR 0%, TSG101-PTAP inh -4%, MLL CXXC-DNA inh 7%, TSHR antag -2, TCR activator 8%, S-ASM inh -6% and a7 integrin act -8%.
`O=C(Nc1ccccn1)NC12CC3CC(CC(C3)C1)C2` gave Mito fusion yeast 16%, MBNL1 CUG block 7%, Menin MLL FP TR 0%, AT treatment -2%, TSG101-PTAP inh -3%, MLL CXXC-DNA inh -7%, TSHR antag -7, TCR activator 0%, S-ASM inh 0% and a7 integrin act 1%.
Cc1ccc(-c2nnc(Sc3nc4ccccc4o3)c3ccccc23)cc1 was read as Mito fusion yeast 2%, MBNL1 CUG block 11%, Menin MLL FP TR -20%, AT treatment 0%, TSG101-PTAP inh -1%, MLL CXXC-DNA inh -5%, TSHR antag -16, S-ASM inh -7% and a7 integrin act -48%[inhibitor].
For Cc1onc(-c2ccccc2)c1C(=O)Nc1ccc(S(=O)(=O)N2CCOCC2)cc1 the results were Mito fusion yeast 4%, MBNL1 CUG block -5%, Menin MLL FP TR 3%, AT treatment 6%, TSG101-PTAP inh -5%, MLL CXXC-DNA inh 24%, TSHR antag -17, TCR activator 6%, S-ASM inh 3% and a7 integrin act inconclusive.
For N#C/C(=C\c1cccc(NC(=O)c2ccccc2Cl)c1)C(=O)NCCc1ccccc1 the results were Mito fusion yeast 2%, MBNL1 CUG block 1%, Menin MLL FP TR -30%, AT treatment 7%, TSG101-PTAP inh -1%, MLL CXXC-DNA inh 17%, TSHR antag 4, TCR activator -2%[46.1 µM], S-ASM inh -7% and a7 integrin act 26%.
For CCOC(=O)C1=CN(Cc2ccco2)S(=O)(=O)NC1c1ccc(Br)cc1F (stereo not drawn) the results were AT treatment -5%, TSG101-PTAP inh 0%, TSHR antag 19, TCR activator 7%[46.1 µM], S-ASM inh -19% and a7 integrin act 24%.
O=C1NCC(c2ccccc2)(c2ccccc2)C(=O)N1 was read as TSG101-PTAP inh -6%, TCR activator -2%, S-ASM inh 5% and a7 integrin act 2%.

High-throughput results deposited in PubChem BioAssay by National Center for Advancing Translational Sciences (NCATS).

These rows are one share of the data; count on the stated rates, not on these rows.
